Screens (PubChem BioAssay)
Wnt bcat act – Wnt/beta-catenin pathway activators, primary screen, cell-based, plate reader, single point; 1.2% of 300,000 active; Wnt/beta-catenin reporter cell assay, activator; activation, % at 9.35 µM; in the data active means activation above about 30%, passing the limit was not always enough; inconclusive means no clear call, values can overlap the other calls;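 further: 0% = neutral control wells and 100% = positive control wells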
phage Ecoli inh – growth loss of phage-infected E. coli, primary screen, RecBCD inhibitor project, absorbance, with phage, HTS. inhibition, % at 11.9 µM. 0.26% of 360,000 active. AID 651602, 2012; in the data active means inhibition above about 11%
SR-BI HDL uptake – inhibitors of SR-BI mediated HDL lipid uptake, primary screen, ldlA[mSR-BI] cells, fluorescence, single point | Scavenger receptor class B member 1 (Mus musculus), Q61009 | ldlA[mSR-BI] CHO cells, DiI-HDL uptake fluorescence, 3 h | inhibition, % at 12.5 µM | 0.96% of 320,000 active;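 active means mean replicate inhibition of at least 70% and a set share of replicates each scoring 70 or more; inconclusive means meets just one of the two criteria; inactive means fails both criteria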;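 further: 0% = median of neutral control wells and 100% = median of positive control wells; values of inactives mirror those of a sister screen read the other way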
Target sequence (Q61009 whole entry, looked up): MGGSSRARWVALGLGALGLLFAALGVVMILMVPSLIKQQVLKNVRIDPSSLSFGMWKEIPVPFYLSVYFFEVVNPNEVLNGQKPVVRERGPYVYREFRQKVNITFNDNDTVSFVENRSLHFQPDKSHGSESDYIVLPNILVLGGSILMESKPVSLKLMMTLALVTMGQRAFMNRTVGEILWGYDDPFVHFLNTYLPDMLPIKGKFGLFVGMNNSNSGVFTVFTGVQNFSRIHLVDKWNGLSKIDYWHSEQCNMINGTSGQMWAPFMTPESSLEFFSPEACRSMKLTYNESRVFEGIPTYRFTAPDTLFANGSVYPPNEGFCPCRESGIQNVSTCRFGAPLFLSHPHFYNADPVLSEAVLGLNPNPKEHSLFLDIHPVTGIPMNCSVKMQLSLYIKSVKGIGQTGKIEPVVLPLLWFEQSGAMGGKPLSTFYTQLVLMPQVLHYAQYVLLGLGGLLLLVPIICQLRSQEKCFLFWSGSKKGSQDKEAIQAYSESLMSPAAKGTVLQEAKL
Tat export inh – E. coli Tat export inhibitors, primary screen, MC4100, TorA-mCherry reporter, fluorescence, single point. inhibition, % at 10 µM. 0.036% of 340,000 active;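 active means mean replicate inhibition at least 50% and at least half of replicates individually reaching 50%; inconclusive means only one of the two criteria met; inactive means neither criterion met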;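 further: exported cargo escapes ClpAP degradation while cytoplasmic cargo is degraded and loses fluorescence; 0% = median of neutral control wells and 100% = median of NaSCN control wells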
CAL PDZ FP-1 – CAL PDZ peptide-binding inhibitors, primary screen, biochemical, fluorescence polarization, Cer-tagged CAL PDZ, HTS. purified CAL PDZ, TMR-peptide fluorescence polarization, 1 h. inhibition, % at 20 µM. 0.02% of 330,000 active. AID 504414, 2011;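 active means highest replicate inhibition of at least 40%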;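 further: plate controls were DMSO neutral control wells for no effect and unlabeled competitor peptide control wells for full effect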
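material = purified tagged CAL PDZ domain construct (CerCALP) | buffer or medium = sodium phosphate/NaCl buffer pH 7.4 with TCEP, IgG, Thesit | reagent = TMR-labelled reporter peptide T*-PRC34 bound in PDZ groove | incubation = 1 h room-temperature incubation prior to read | measured by = fluorescence polarization (mP) | evaluation = percent inhibition from loss of millipolarization | control set = unlabelled peptide and DMSO controls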
E coli growth – E. coli V3065 growth inhibition, primary screen, counter-screen for AddAB inhibitor project, absorbance, OD600; 18 h; inhibition, % at 11.9 µM; 0.27% of 330,000 active;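 active means inhibition above the campaign's mean inhibition across all tested compounds plus 3 SD, cut at about 9.9% in these data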;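 further: uninfected addAB+ strain grown without phage in ampicillin broth; 0% = DMSO wells and 100% = ciprofloxacin 0.95 µg/ml wells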
CAL PDZ FP-2 – untagged CAL PDZ binding inhibitors, primary screen, biochemical, fluorescence polarization, HTS; AID 602252, 2012; 0.92% of 300,000 active; purified CAL PDZ, TMR-peptide fluorescence polarization, 1 h; inhibition, % at 24.9 µM; Golgi-associated PDZ and coiled-coil motif-containing protein (Homo sapiens), Q9HD26;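 active means mean inhibition of at least 30% with at least half of replicates also reaching 30%; inconclusive means no clear call, values can overlap the other calls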;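 further: 0% = DMSO neutral control and 100% = excess unlabeled competitor peptide PRC23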
SR-BI DiI-HDL act – activators of SR-BI mediated DiI-HDL uptake, primary screen, ldlA[mSR-BI] CHO cells, DiI fluorescence. 3 h; 100 = double the neutral-control signal. 0.096% of 320,000 active. activation, % at 12.5 µM. AID 504775, 2011;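 active means mean replicate activation of at least 60% and every replicate at or above 60%; inconclusive means mean or all-replicate condition met, but not both; inactive means mean below 60% and not all replicates reaching 60%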;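 further: 0% = median plate neutral-control signal and 100% = twice that signal; values of inactives mirror those of a sister screen read the other way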
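Material: SR-BI-overexpressing, LDLR-lacking CHO cells | Dosing: Single compound concentration, delivered by pin transfer | Probe or stimulus: Labelled HDL, 10 µg/mL | Signal: Bottom-read cell fluorescence after medium removal, ex 550/em 595 nm | Schedule: 3 h, 37 °C | Evaluation: HDL uptake via cellular fluorescence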
MITF act – activators of MITF-driven TRPM1 promoter reporter, primary screen, cell-based, SK-MEL-5, luciferase, single point. SK-MEL-5 TRPM1-promoter luciferase, 24 h; % of positive control, neutral wells = 0. activation, % at 12.5 µM. 0.75% of 300,000 active. AID 588334, 2011;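 active means mean activation of at least 80% with every replicate also reaching 80%; inconclusive means mean reaches 80% but some replicate falls short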;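 further: 0% = neutral control wells and 100% = parthenolide positive control wells; values of inactives mirror those of a sister screen read the other way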
AddAB inh – growth inhibition of E. coli expressing H. pylori AddAB, primary screen, AddAB inhibitor project, absorbance; inhibition, % at 11.9 µM; 0.29% of 330,000 active; AID 435030, 2010; in the data active means inhibition above about 12%;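 further: 0% = vehicle wells of infected cells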
Numbers without * were called inactive; u = inconclusive; x = not tested or not shown.

compound,Wnt bcat act,phage Ecoli inh,SR-BI HDL uptake,Tat export inh,CAL PDZ FP-1,E coli growth,CAL PDZ FP-2,SR-BI DiI-HDL act,MITF act,AddAB inh
NS(=O)(=O)c1cccc(NC(=O)CSc2nc3ccccc3[nH]2)c1,-0.9,3.8,-2.7,2.8,-3.1,-0.3,-4.2,2.7,-0.7,1.6
CCOc1ccc(CCNC(=O)CSCC(=O)Nc2ccc(OC)cc2)cc1OCC,-5.8,1.4,43.3,-5.9,-2.6,-2.6,-3.8,-43.3,x,1.1
CC(C)(C)C(=O)Nc1ccc(C(=O)COC(=O)C2CC2)cc1,0.6,7.0,5.8,-8.9,0.9,x,-3.3,-5.8,76.3,x
COc1ccc(NC(=O)c2cccc(OC(=S)N3CCOCC3)c2)cc1,2.4,0.8,-4.3,-0.2,-0.4,0.4,8.9,4.3,5.3,-2.1
CNC(=O)c1c(NC(=O)CS(=O)(=O)c2ccccc2)sc(C)c1C,-0.3,3.8,-13.8,1.3,-0.8,1.3,-0.5,13.9,1.6,1.1
COc1cccc(NC(=O)CCN2CCOCC2)c1,1.8,3.6,2.4,0.1,1.2,0.0,x,-2.4,2.2,-0.2
CCN(Cc1cnn(C)c1)C(=O)C1CCC(=O)N(CCc2ccc(OC)cc2)C1 (centres undefined),3.4,1.9,1.9,-11.1,-0.6,-1.8,85.9*,-1.9,-1.3,3.4
Cc1cccc(-n2ccc(=O)c(C(=O)Nc3ccc(S(=O)(=O)Nc4onc(C)c4C)cc3)n2)c1,0.8,3.9,-11.1,-13.3,-2.6,0.8,2.5,11.1,-3.4,0.4
CC(C)C[C@@H](CN1CCC[C@@H]1CN1C(=O)C(=O)NC[C@@H]1Cc1ccccc1)N1C[C@H](Cc2ccc(O)cc2)N(CC2CCCCC2)C(=O)C1=O,-4.7,3.6,6.4,u,-0.8,x,-3.2,-6.4,8.9,x
COc1ccc(CCNC(=O)c2ccc(NC(=O)CC3SC(N4CCCC4)=NC3=O)cc2)cc1OC (centres undefined),-1.7,-0.1,51.8,3.1,-1.2,x,-2.4,-51.8,-11.7,x
CCC(C)NCCCOc1ccc([N+](=O)[O-])cc1 (centres undefined),-3.8,4.3,-3.1,-1.1,-1.2,-0.2,-2.1,3.1,-4.2,4.1
Cc1nn(S(=O)(=O)N(C)C)c(C)c1CN1C(=O)c2ccccc2C1=O,-2.4,1.7,-12.0,-1.0,-2.1,1.9,1.5,12.0,-4.4,-0.4
CC(=O)Oc1ccc(C(=O)Nc2cccc3c2CCCC3)cc1,1.4,0.6,15.7,0.8,-0.2,0.8,x,-15.7,5.2,0.1
CC(C(=O)N1CCc2ccccc21)N(C)CC(=O)Nc1ccccc1Cl (centres undefined),-2.0,-1.0,3.1,15.6,-1.4,-2.5,0.7,-3.1,0.2,0.3
O=C(NCC1CCCO1)c1cccc(S(=O)(=O)N2CCOCC2)c1 (centres undefined),-1.2,-0.6,-13.2,4.0,0.2,0.2,x,13.2,2.2,0.9
O=C(CSc1nnc2ccc3ccccc3n12)N1CCOCC1,x,0.6,-46.7,-1.3,-0.2,2.3,-0.1,46.7,25.4,1.1
CCOC(=O)c1ccc(NC(=S)N2CCN(c3ccc(N4CCOCC4)nn3)CC2)cc1,-5.1,5.1,34.9,0.8,-1.6,-3.7,-1.7,-34.9,10.7,1.1
Cc1ccccc1OCCC(=O)Nc1cc(S(=O)(=O)N2CCOCC2)ccc1OC(C)C,-1.8,0.1,4.5,5.9,0.7,-0.9,-2.2,-4.5,-3.4,2.1
O=C(NCc1cccs1)c1cc(-c2cccs2)on1,x,3.3,-21.6,-5.2,-0.9,0.1,-4.1,21.6,60.9,2.8
Cc1ccc(C2=NN(CC(=O)NCc3cccs3)C(=O)CC2)cc1,-1.1,-3.5,x,9.1,0.6,0.4,-0.5,x,-3.5,-0.9

Look-ups from the list:
MITF act with `Cc1nn(S(=O)(=O)N(C)C)c(C)c1CN1C(=O)c2ccccc2C1=O` = -4.4
Tat export inh with `COc1ccc(CCNC(=O)c2ccc(NC(=O)CC3SC(N4CCCC4)=NC3=O)cc2)cc1OC` (centres undefined) = 3.1
AddAB inh with `CCN(Cc1cnn(C)c1)C(=O)C1CCC(=O)N(CCc2ccc(OC)cc2)C1` (centres undefined) = 3.4
Wnt bcat act with `CC(C)(C)C(=O)Nc1ccc(C(=O)COC(=O)C2CC2)cc1` = 0.6
AddAB inh with `Cc1cccc(-n2ccc(=O)c(C(=O)Nc3ccc(S(=O)(=O)Nc4onc(C)c4C)cc3)n2)c1` = 0.4

Whole records from above. Values in the order: Wnt bcat act, phage Ecoli inh, SR-BI HDL uptake, Tat export inh, CAL PDZ FP-1, E coli growth, CAL PDZ FP-2, SR-BI DiI-HDL act, MITF act, AddAB inh
`O=C(NCC1CCCO1)c1cccc(S(=O)(=O)N2CCOCC2)c1` (centres undefined) across the screens: -1.2, -0.6, -13.2, 4.0, 0.2, 0.2, x, 13.2, 2.2, 0.9
`CCC(C)NCCCOc1ccc([N+](=O)[O-])cc1` (centres undefined) across the screens: -3.8, 4.3, -3.1, -1.1, -1.2, -0.2, -2.1, 3.1, -4.2, 4.1

New compounds follow:
compound,Wnt bcat act,phage Ecoli inh,SR-BI HDL uptake,Tat export inh,CAL PDZ FP-1,E coli growth,CAL PDZ FP-2,SR-BI DiI-HDL act,MITF act,AddAB inh
COc1cccc(OC)c1OCCCOc1ccc([N+](=O)[O-])cc1Cl,-1.7,2.5,32.8,3.4,-0.1,0.7,1.4,-32.8,1.4,1.6
COc1ccccc1CCNC(=O)C1(C)CC1(Cl)Cl (centres undefined),-2.4,-0.6,12.7,4.7,-1.6,-0.6,-2.1,-12.7,-10.6,2.2
Cc1cc(C)cc(NC(=S)N2CCCC2)c1,4.0,0.2,-43.2,-7.7,-3.1,x,9.3,43.2,-3.4,x
Cc1ccc2c(c1)CC(C)N2S(=O)(=O)c1nnc(NC(=O)CC(C)C)s1 (centres undefined),-1.9,0.2,1.8,-4.5,-1.9,-0.2,1.4,-1.8,4.9,3.6
COc1ccc(C(=O)Nc2ccnn2C2CCN(CCC(C)c3ccc(C)o3)CC2)cc1 (centres undefined),11.5,-0.1,14.7,2.1,-1.4,-0.2,-0.8,-14.7,-5.1,0.1
O=C(COc1ccccc1[N+](=O)[O-])Nc1cccc(C(=O)Nc2ccccc2C(=O)O)c1,4.0,2.3,-10.1,3.6,-8.9,0.8,0.9,x,-8.1,1.4
COC(=O)C1CC(c2ccc(Cl)cc2)=NO1 (centres undefined),-2.2,2.3,-0.7,-0.8,-1.8,-0.3,-0.6,0.7,5.2,-0.9
O=C(COc1ccc(Cl)cc1Cl)N1CCCC1,-2.0,0.2,-28.6,6.9,-0.6,0.2,-1.4,28.6,-4.0,-0.1
CN1CCN(C(=S)c2ccc(N(C)C)cc2)CC1,2.6,0.2,4.7,-6.9,-1.5,-0.2,x,-4.7,-7.3,3.5
COc1ccc(C2N(C(=O)c3ccccc3)CCN2C(=O)c2ccccc2)cc1,-1.2,1.8,-14.0,3.3,-3.3,1.5,-2.3,14.0,x,0.6
C1=CC2=NC34CCCCC3CC3=C(CCCC3)N4C2=CC1=NC1CCCCC1 (centres undefined),x,x,29.4,0.0,-2.3,0.3,-1.4,-29.4,-15.4,4.0
Cc1c(NC(=O)COC(=O)/C=C/c2ccccc2Br)c(=O)n(-c2ccccc2)n1C,6.1,-1.2,-15.1,-1.7,0.2,2.5,-3.5,15.1,-3.9,1.7
O=C1c2ccccc2C(=O)N1OCc1c(F)cccc1Cl,0.4,1.6,-7.0,-0.8,-0.4,0.8,2.6,7.0,5.6,4.4
Cc1cccc2cc(C#N)c(N3CCC(O)CC3)nc12,-0.1,2.8,-4.8,-11.7,-2.6,2.1,-5.6,4.8,-4.8,13.2*
CSc1ccccc1NC(=O)CO/N=C(\C)c1cc2ccccc2o1,5.5,3.7,-11.0,17.5,-0.4,-1.4,7.3,11.0,14.0,-2.2
CSCC(C)N1CCC(n2nccc2NC(=O)CCOc2ccccc2)CC1 (centres undefined),1.5,3.4,-12.0,-4.1,-2.9,-3.0,-0.8,12.0,-6.2,1.3
COc1ccc(NC(=O)Nc2cccc3ccccc23)c(OC)c1,-0.3,0.7,71.1*,-16.9,-1.9,0.3,3.2,-71.1,6.0,1.3
O=C(N/C=C/c1ccco1)NCc1ccccc1,-1.6,4.7,-10.2,-2.5,-0.3,-0.1,-3.7,10.2,2.3,4.0
O=C(NCc1cccnc1)c1ccc(-c2ccccc2[N+](=O)[O-])o1,2.9,2.1,-28.8,-5.3,-2.5,-3.0,-2.3,28.8,5.8,4.5
COc1ccccc1NS(=O)(=O)c1cc(C(=O)N2CCN(C(=O)c3ccco3)CC2)ccc1F,-0.7,1.7,14.7,-1.7,0.7,x,x,-14.7,5.8,x

Following part.
compound,Wnt bcat act,phage Ecoli inh,SR-BI HDL uptake,Tat export inh,CAL PDZ FP-1,E coli growth,CAL PDZ FP-2,SR-BI DiI-HDL act,MITF act,AddAB inh
CCCCN(C(=O)CSCC(=O)Nc1cccc(C)c1)c1c(N)n(Cc2ccccc2)c(=O)[nH]c1=O,-1.8,1.4,-5.6,3.9,-1.5,-0.7,-6.0,5.6,-1.2,1.0
CC(C)CC(=O)Nc1ccccc1Oc1ccccc1,-3.8,4.7,-3.9,1.8,-2.7,1.3,0.0,3.9,15.4,2.5
c1ccc(CN=C2NN=C(c3cc4ccccc4o3)CS2)cc1,x,-0.7,-0.6,4.6,-1.3,0.2,0.8,0.6,-8.6,2.4
CCOc1ccc(C(=O)NCC(=O)NCC(c2ccc(OC)cc2)N2CCOCC2)cc1OCC (centres undefined),-0.6,3.5,15.8,-3.9,-2.2,-1.6,-3.2,-15.8,-9.8,-0.2
Cn1c(=O)c2ncn(CC(=O)Nc3nc(-c4ccc(Cl)cc4)cs3)c2n(C)c1=O,0.3,3.8,15.2,-1.0,0.3,-2.7,x,-15.2,9.2,-1.6
CN(CC(=O)Nc1ccc(F)cc1)C(=O)COC(=O)C1CCN(c2ccc(C(F)(F)F)cn2)CC1,-1.4,1.8,8.1,10.2,-2.1,0.1,-2.5,-8.1,10.5,0.5
Cc1nc(C(F)(F)F)c(C(=O)N/N=C(\N)c2cccnc2)s1,2.3,3.9,9.1,0.0,1.1,1.3,-3.5,-9.1,-4.7,2.1
